Screens deposited in PubChem by National Center for Advancing Translational Sciences (NCATS).
PI4K2A inh: blocks human PI4K2A kinase activity | Q9BTU6 | purified PI4K2A, ADP-Glo luminescence, 1 h; active compounds read low | activity change, negative = inhibition, % at 76.9 µM | 420,000 compounds, 0.13% hits | AID 1346378; in the data active = activity change below about -50%; inconclusive = mostly about -30% to -49%;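 also: -100% = wells without enzyme as full effect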
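Compounds are screened against recombinant PI4K2A using PI as substrate and ATP, the latter dispensed at 300 microM. Reactions run one hour at ambient temperature before ADP-Glo detection; full inhibition defined by wells lacking enzyme.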
TrxR1 substrate: rat thioredoxin reductase 1 substrate activity. purified TrxR1 substrate turnover, NADPH consumption readout. Potency, µM (doses to about 114 µM), inactives show at the highest dose activity change, negative = substrate turnover. 390,000 compounds, 0.01% hits; also: potency is read from the fitted curve at half-maximal effect; % is scaled to controls: 0 for no effect and ±100 for the full control effect; nearly all actives have a fitted effect of over 50% in size
Target sequence (O89049 whole entry, looked up): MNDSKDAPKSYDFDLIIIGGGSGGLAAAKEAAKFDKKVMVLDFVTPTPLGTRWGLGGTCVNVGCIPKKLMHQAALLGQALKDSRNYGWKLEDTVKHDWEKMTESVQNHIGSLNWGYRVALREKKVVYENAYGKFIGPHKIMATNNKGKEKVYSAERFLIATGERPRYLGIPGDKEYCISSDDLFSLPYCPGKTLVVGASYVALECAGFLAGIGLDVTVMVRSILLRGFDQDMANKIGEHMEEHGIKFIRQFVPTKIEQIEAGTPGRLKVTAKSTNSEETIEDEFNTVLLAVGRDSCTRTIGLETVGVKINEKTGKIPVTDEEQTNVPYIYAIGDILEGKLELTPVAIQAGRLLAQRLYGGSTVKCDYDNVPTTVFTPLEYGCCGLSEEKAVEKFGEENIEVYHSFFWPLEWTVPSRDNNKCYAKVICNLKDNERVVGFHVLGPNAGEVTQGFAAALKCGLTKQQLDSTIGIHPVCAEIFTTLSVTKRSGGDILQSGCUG
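Rat TrxR1, dispensed at 90 nM, was prereduced with 400 uM NADPH (final) for 5 min at ~22 deg C, then incubated with compound 15 min before 400 uM selenite. A first-read NADPH fluorescence drop versus no-compound background flagged substrates.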
mIDH1 inhibitor: human IDH1 R132H inhibition. O75874. IDH1-R132H enzyme, NADPH consumption, diaphorase/resazurin fluorescence. Potency, µM (series often up to 76.6 µM), for inactives: at the top dose activity change, negative = inhibition, most hits filed as inhibitors. 390,000 compounds, 0.093% hits; also: potency is read from the fitted curve at half-maximal effect; % is scaled to controls: 0 for no effect and ±100 for the full control effect; nearly all actives have a fitted effect of over 65% in size
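IDH1-R132H (0.5 ug/mL dispensed) in pH 7.5 Tris buffer was preincubated 30 min with compound, then given a substrate mix of 0.016 mM NADPH and 2 mM alpha-KG for 80 min at room temperature; remaining NADPH was read by diaphorase/resazurin fluorescence.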
USP1-UAF1 inh: blocks the human USP1/UAF1 deubiquitinase complex; O94782; recombinant USP1/UAF1, Ub-Rhodamine cleavage fluorescence; Potency, µM (series often up to 57.1 µM), without a hit: top-dose activity change, negative = inhibition, usual class: inhibitors; 390,000 compounds, 0.23% hits; AID 743255; also: potency is read from the fitted curve at half-maximal effect; % is scaled to controls: 0 for no effect and ±100 for the full control effect; nearly all actives have a fitted effect of over 60% in size; inactives centre near -12
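In this screen, compounds sit with the deubiquitinase complex (1nM) for 15 min at room temperature before Ub-Rho is added at 150nM final. Fluorescence rise is then followed for 6 reads every 60 seconds.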
rTrxR1 inhibitor: blocks rat thioredoxin reductase 1; O89049; recombinant rTrxR1, NADPH fluorescence consumption, selenite substrate; Potency, µM (highest dose often 114 µM), for the others: at the top dose activity change, negative = inhibition, actives largely listed as inhibitors; 390,000 compounds, 1% hits; also: potency is read from the fitted curve at half-maximal effect; % is scaled to controls: 0 for no effect and ±100 for the full control effect; nearly all actives have a fitted effect of over 65% in size
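Rat TrxR1 (90 nM in the dispensed reagent) was pre-reduced with 400 uM NADPH for 5 min at room temperature, then incubated with compound for 15 min. After 400 uM selenite was added, NADPH fluorescence (Ex 340/Em 450 nm) was followed for 8 min.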
Pin1 inhibitor: blocks the human prolyl isomerase Pin1; Q13526; 390,000 compounds, 0.009% hits; Potency, µM (doses to about 115 µM), for inactives: at the top dose activity, negative = inhibition, most hits filed as inhibitors; Pin1 FP peptide displacement, HiFluor488, 10 min; AID 504891; active = well fitted inhibition curve with a large enough effect in the polarisation, with a control signal flat, not every such curve was filed as active; inconclusive = small, poorly fitted or top-dose-only effect, or effect the other way, or a change in a side signal; inactive = no such curve, though single readings can be large or run the other way; the % refers to the polarisation; also: potency is read from the fitted curve at half-maximal effect; % is scaled to controls: 0 for no effect and ±100 for the full control effect
Target sequence (Q13526 whole entry, looked up): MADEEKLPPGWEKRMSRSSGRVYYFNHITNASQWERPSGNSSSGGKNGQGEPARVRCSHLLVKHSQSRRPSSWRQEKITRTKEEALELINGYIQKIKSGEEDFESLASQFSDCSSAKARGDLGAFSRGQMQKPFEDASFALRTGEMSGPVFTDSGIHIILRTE
PGK inhibitor: inhibitors of T. brucei phosphoglycerate kinase; P07378; PGK/GAPDH coupled, Kinase-Glo luminescence, 60 min; Potency, µM (titrated, usually from 57.5 µM), inactives show at the top dose activity change, negative = inhibition, usual class: inhibitors; 380,000 compounds, 0.043% hits; AID 602233; also: potency is read from the fitted curve at half-maximal effect; % is scaled to controls: 0 for no effect and ±100 for the full control effect; nearly all actives have a fitted effect of over 60% in size
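Luminescent ATP detection (Kinase-Glo Plus) follows a 60-minute room-temperature incubation, with wells lacking PGK as controls. Buffer: 100 mM TEA (pH 7.6), 5 mM MgCl2, 0.01% Tween-20. Coupling enzyme GAPDH (100 nM final) supplies unstable 1,3-BPG in-well.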
GLS inh: inhibitors of human glutaminase (GLS) | O94925 | GLS enzymatic activity, qHTS titration | Potency, µM (top dose mostly 45.5 µM), without a hit: at the highest dose activity change, negative = inhibition, hits mostly inhibitors | 410,000 compounds, 0.21% hits; also: potency is read from the fitted curve at half-maximal effect; % is scaled to controls: 0 for no effect and ±100 for the full control effect
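hKGA in 45 mM KH2PO4 pH 8.2, 0.02% Tween-20 with pin-transferred compounds; 1 mM L-glutamine (stock) plus glutamate oxidase/HRP/Amplex Red coupling added. Fluorescence read initially and after 30 min at RT.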
HP1b binding inh: blocks HP1-beta chromodomain binding to methylated histone tails; 390,000 compounds, 0.56% hits; P83916; AlphaScreen HP1-beta / biotin-H3K9me3 peptide binding; Potency, µM (highest dose often 114 µM), for inactives: at the highest dose activity change, negative = inhibition, actives largely listed as inhibitors; also: potency is read from the fitted curve at half-maximal effect; nearly all actives have a fitted effect of over 70% in size; inactives centre near 23
Target sequence (P83916 whole entry, looked up): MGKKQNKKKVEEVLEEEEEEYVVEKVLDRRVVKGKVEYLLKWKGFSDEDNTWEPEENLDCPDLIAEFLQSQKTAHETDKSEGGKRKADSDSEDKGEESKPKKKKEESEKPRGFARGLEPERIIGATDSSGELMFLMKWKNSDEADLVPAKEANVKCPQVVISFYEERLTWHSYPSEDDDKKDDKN
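AlphaScreen: HP1-beta (50 nM) preformed 30 min with biotin-H3(1-18)K9me3 peptide (50 nM) in PBS pH 7.4, 0.01% Tween-20. Compound added for 30 min at RT, then streptavidin donor/nickel chelate acceptor beads (10 ug/mL) for 30 min.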
* = called active by the depositor; i = inactive; u = inconclusive; x = no result given; & = joins results of further samples; [ ] = dose if it differs, or a comment. Unless noted, calls follow the shape of the dose curve; as a rule, active = well fitted curve in the direction sought with a large enough effect; inconclusive = small, poorly fitted or top-dose-only effect, or another doubt; inactive = no such curve, though single readings can be large; an effect the other way counts as inactive or inconclusive.

Pin1 inhibitor	HP1b binding inh	USP1-UAF1 inh	GLS inh	PI4K2A inh	mIDH1 inhibitor	PGK inhibitor	TrxR1 substrate	rTrxR1 inhibitor	SMILES
19.2%	21.2%	-27.1%	0.1%	-14.0	5.5%	-10.8%	-1.5%[57.1 µM]	14.2%[57.1 µM]	CN1C(=O)c2ccccc2Sc2ccc(NC(=O)COc3ccccc3)cc21
1.1%	u	-10.0%	-32.5%	1.7	3.1%	9.4%	-9.0%	-16.8%	N/C(=N\O)c1ccc(NC(=O)c2ccc(Br)o2)cc1
1.2%	13.2%	x	x	x	x	x	-0.4%	-6.3%	CCCCN(CCCN)c1ccc(Br)cn1
1.6%	20.1%	-15.5%	5.6%	0.9	1.5%	-0.3%	6.0%[57.1 µM]	1.0%[57.1 µM]	O=C(Nc1nc2n(n1)C(c1ccccc1)CC(c1ccc(Cl)cc1)N2)c1ccco1 (centres undefined)
0.6%	62.6%[activator]	-19.0%	-2.6%	-8.0	-0.2%	-8.9%	7.6%	7.2%	O=C(NCC1CC1)c1ccc(Oc2cc(Cl)cc(Cl)c2)o1
4.0%	87.5%[activator]	-19.9%	13.8%	-1.1	3.1%	i	8.7%	22.8%	Cn1cnc(S(=O)(=O)N2CCN(c3ccccc3)CC2)c1
-6.1%	28.2%	-16.5%	-0.1%	-0.9	1.8%	4.0%	-3.3%	16.8%	COc1ccc(Cl)cc1NC(=O)CN(C)C(=O)CSc1ccc2c(c1)OCCO2
0.2%	63.4%[activator]	-19.0%	-3.1%	-1.5	-1.4%	-4.9%	4.5%	10.1%	O=C1N=C2N(CCN3CCCCC3)c3ccccc3N2/C1=C\c1ccc([N+](=O)[O-])s1
-2.2%	50.0%[activator]	-33.0%	-10.9%	-3.4	1.7%	-1.0%	24.2%[57.1 µM]	-5.9%[57.1 µM]	OCCCNc1ncnc2sc(-c3ccccc3)cc12
-4.5%	37.2%[activator]	-12.5%	4.7%	3.4	2.0%	i	-6.8%	1.9%	Cc1cc(NC(=O)CSc2nnc(Cc3ccccc3)o2)no1
-4.0%	18.1%	-8.7%	6.7%	1.9	-0.7%	8.4%	-3.7%	-9.3%[57.1 µM]	Cc1ccc(OCC(=O)N(Cc2ccco2)C2CCS(=O)(=O)C2)cc1C (centres undefined)
3.9%	56.0%[activator]	-21.9%	-10.0%	5.8	14.1%	i	-2.4%	14.7%	CCCCC(=O)Nc1cc([N+](=O)[O-])ccc1F
u	44.7%[activator]	-19.6%	-7.9%	1.0	-1.0%	-7.1%	-1.9%	6.2%	CCN(c1ccccc1)c1nnc(NC(=O)Nc2ccc(C)cc2)s1
u	28.9%	-14.3%	0.4%	-0.9	10.5%	-7.2%	-2.3%	12.9%[57.1 µM]	COc1ccc(CNC(=O)c2ccc3ccccc3n2)cc1OC
-0.7%	21.5%	-27.5%	1.4%	0.6	5.9%	-7.2%	3.9%[57.1 µM]	8.6%[57.1 µM]	CCOC(=O)c1c(NC(=O)CSc2c[nH]c3ccccc23)sc2c1CCCC2
-11.3%	41.0%[activator]	-12.7%	-5.9%	1.4	6.1%	i	0.0%	-2.6%	O=C(CC1C(=O)NCCN1CC(c1ccccc1)c1ccccc1)NC1CC1 (centres undefined)
3.5%	-8.6%	8.6%	-4.5%	-6.1	-6.9%	i	0.7%	17.1%	CC1CCCCC12NC(=O)N(CC(=O)NNC(=O)c1ccc(Br)cc1)C2=O (centres undefined)
0.6%	15.0%	-19.9%	10.4%	-3.6	2.0%	-7.2%	10.1%	18.3%	CCOc1ccc(NC(=S)N(CCN2CCOCC2)Cc2cc3cc4c(cc3[nH]c2=O)OCO4)cc1
5.4%	15.8µM*	-14.6%	-3.3%	2.5	19.3%	i	-17.8%[57.1 µM]	2.51µM*	Oc1cc2c(cc1C(c1ccc(Br)cc1)N1CCCC1)OCO2 (centres undefined)
0.0%	44.4%[activator]	-11.8%	14.0%	-19.8	-2.4%	3.9%	-1.9%	3.5%	Cc1ccc(CNS(=O)(=O)c2c(C(=O)N3CCCCC3)c(C)n(C)c2C)cc1
0.8%	4.5%	u	-0.8%	0.2	-2.2%	-5.5%[11.5 µM]	6.1%	2.3%	COc1cc(NC(=O)CSc2nnc(-c3ccncc3)n2C2CCCCC2)ccc1NC(=O)c1ccco1
1.4%	33.3%	-9.3%	7.0%	9.0	-1.5%	-1.2%	-2.5%	2.5%	Cc1cc(F)ccc1S(=O)(=O)Nc1ccc(C(=O)N2CCCCCC2)cc1
0.6%	23.8%	-25.7%	1.9%	0.1	5.9%	-10.0%	1.3%	3.6%	Cc1ccc(C)c(NC(=O)Cc2ccc(S(=O)(=O)N3CCCCC3)s2)c1
0.8%	47.3%[activator]	-18.5%	0.3%	-0.2	8.9%	-3.7%	-12.8%	-14.2%	CCC(=O)OC1CC(C)N(C(=O)c2ccccc2)c2ccc(C)cc21 (centres undefined)
u	79.1%[activator]	-25.1%	u	4.5	0.5%	i	9.3%	22.8%	O=c1cc(-c2ccsc2)oc2cc(-c3ccc4c(c3)OCO4)ccc12
0.6%	22.8%	-20.4%	-9.7%	-3.5	-5.3%	1.4%	1.3%	25.6%	COc1ccccc1C(=O)Nc1ccnn1C1CCN(C)CC1
u	12.1%	-20.8%	-0.4%	0.4	-4.4%	2.5%	-2.6%	-9.4%	COCCN(Cc1ccco1)C(=O)Cn1ncc2c([nH]c3ccccc32)c1=O
23.5%	22.9%	-7.8%	15.5%	-5.7	-0.1%	-0.5%	12.6%	16.9%	COc1ccc(Cn2c(SCc3ccc(C(=O)NC4CCCCC4)cc3)nc3cccnc32)cc1
4.2%	-17.0%	-17.0%	0.9%	3.1	5.2%	i	2.6%[57.1 µM]	18.3%[57.1 µM]	Cc1ccc(S(=O)(=O)NCCNc2ccccc2[N+](=O)[O-])cc1
x	x	-22.0%	-6.7%	5.2	-12.4%	-2.2%	x	x	COc1ncnc2c1ncn2CCCNCC(C)c1ccccc1 (centres undefined)
16.0%	2.8%	-14.5%	-8.4%	5.6	6.5%	i	6.2%	2.6%	CCCN(C(=O)CSc1cc(-c2ccccc2)c2ccc(OC)cc2n1)C1CCS(=O)(=O)C1 (centres undefined)
-4.7%	48.3%[activator]	-15.9%	2.9%	2.7	0.6%	-4.8%	2.0%	1.2%	CN(C)C(CNC(=O)CCNC(=O)c1ccccc1Cl)c1ccco1 (centres undefined)
-0.2%	39.3%[activator]	-12.3%	-6.5%	-0.7	2.9%	-1.3%	-3.7%	3.6%	CCc1ccc(NC(=O)CNC(=O)[C@@H]2Cc3ccccc3CN2C(=O)OC(C)(C)C)cc1
-5.4%	32.4%	-8.0%	-7.7%	-4.3	1.3%	-0.3%	8.4%[57.1 µM]	26.1%[57.1 µM]	Cc1ccc(S(=O)(=O)C(C#N)=C2N(C)c3ccccc3N2C)cc1
4.5%	66.9%[activator]	-7.0%	-5.6%	1.0	7.6%	-0.6%	8.4%	9.4%	CC(C)n1ncc2c(C(=O)NCCOc3ccccc3F)cc(C3CC3)nc21
-14.5%	68.2%[activator]	-22.8%	-11.4%	1.2	-11.0%	2.8%	-13.2%	8.1%	CCOC(=O)C(=O)N=Nc1c(O)n(C)c2ccccc12
6.1%	24.8%	-14.0%	-2.4%	2.6	5.5%	-4.3%	-2.2%	-15.0%	COc1ccc(-c2c(C(C)=O)c(C)nc3sc4c(c23)NC(c2ccccc2)NC4=O)cc1 (centres undefined)
-1.5%	31.4%	-10.8%	-2.3%	-0.4	-1.0%	-6.5%	1.1%[57.1 µM]	20.1%[57.1 µM]	CC(C)Oc1ccc(CNC(=O)C2CCN(c3nc4ccccc4nc3C(F)(F)F)CC2)cc1
1.9%	29.6%	-5.1%	-5.3%	3.7	8.0%	-10.3%	170.6%[activator][57.1 µM]	-70.5%	CCOc1ccc2c(C)c(Cl)c(=O)oc2c1
-0.1%	-21.9%	-1.3%	6.8%	-0.9	-2.7%	0.3%	-3.8%	-4.8%	Cc1ccc(NC2(c3ccccc3)C(=O)c3ccccc3C2=O)cc1F
-1.3%&-12.2%	47.3%&57.9%[activator]	u	-11.2%	5.5	3.0%	-7.6%	0.3%&4.9%	8.1%&-4.2%	CNC(=O)C1(C(F)(F)F)C/C(=C\CCO)CCCO1 (centres undefined)
u	u	-22.8%	-2.9%	0.0	3.5%	-6.4%	0.4%	-13.6%	COc1ccc2[nH]c(C)c(CCN(Cc3cccs3)C(=S)Nc3ccc(F)cc3)c2c1

Record cards (already shown). Order of screens: Pin1 inhibitor	HP1b binding inh	USP1-UAF1 inh	GLS inh	PI4K2A inh	mIDH1 inhibitor	PGK inhibitor	TrxR1 substrate	rTrxR1 inhibitor
Profile of Cc1ccc(NC2(c3ccccc3)C(=O)c3ccccc3C2=O)cc1F = -0.1%	-21.9%	-1.3%	6.8%	-0.9	-2.7%	0.3%	-3.8%	-4.8%
Profile of CCOC(=O)C(=O)N=Nc1c(O)n(C)c2ccccc12 = -14.5%	68.2%[activator]	-22.8%	-11.4%	1.2	-11.0%	2.8%	-13.2%	8.1%

An excerpt; the hit share may differ from the screen's.
